# High-throughput results deposited in PubChem BioAssay by National Center for Advancing Translational Sciences (NCATS).
# GLP-1R agonist = qHTS of GLP-1 Receptor Agonists; Glucagon-like peptide 1 receptor (Homo sapiens), P43220; HEK293 GLP-1R CRE-luciferase, luminescence, 4-6 h; cells express a hypersensitive GLP-1R form; Potency, µM (highest dose often 45.6 µM), inactives show at the top dose activation, hits mostly activators; actives 0.007% (n = 380,000); AID 624172, 2012; further: % of control where 0% means no effect
# Target sequence (P43220 whole entry, looked up): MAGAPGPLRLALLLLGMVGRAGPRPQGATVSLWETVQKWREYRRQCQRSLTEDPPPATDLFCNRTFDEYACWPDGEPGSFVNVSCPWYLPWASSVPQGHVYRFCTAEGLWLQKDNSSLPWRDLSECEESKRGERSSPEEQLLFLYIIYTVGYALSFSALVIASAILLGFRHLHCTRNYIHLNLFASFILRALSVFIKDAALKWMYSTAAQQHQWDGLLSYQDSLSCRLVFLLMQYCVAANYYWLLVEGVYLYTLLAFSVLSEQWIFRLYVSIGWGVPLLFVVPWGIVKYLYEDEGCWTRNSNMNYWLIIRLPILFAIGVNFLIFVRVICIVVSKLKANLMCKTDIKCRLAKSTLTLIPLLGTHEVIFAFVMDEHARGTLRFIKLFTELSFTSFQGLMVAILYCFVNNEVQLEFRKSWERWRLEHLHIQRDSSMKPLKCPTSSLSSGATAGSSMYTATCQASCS
# GLP1R inv ag = qHTS of GLP-1 Receptor Inverse Agonists (Inhibition Mode); HEK293 GLP-1R CRE-luciferase, luminescence, 24 h; GLP-1R form is constitutively active; AID 624417, 2012; Potency, µM (top dose mostly 38.3 µM), without a hit: at the top dose activity change, negative = inhibition, hits mostly inhibitors; actives 1.6% (n = 410,000); Glucagon-like peptide 1 receptor (Homo sapiens), P43220; further: on the % scale 0 is the no-effect control and ±100 the full control effect; nearly all actives have a fitted effect of over 55% in size
#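 Constitutively active GLP-1R drives a cAMP-responsive luciferase in stably transfected HEK293 cells; test compounds are added after overnight (12 h) attachment and left 24 hr, and signal loss in luminescence marks inhibition.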
# SW480 rereplic = A quantitative high throughput screen for small molecules that induce DNA re-replication in SW480 colon adenocarcinoma cells; SW480 DNA re-replication, Hoechst DNA content imaging, 48 h; Potency, µM (highest dose often 46.1 µM), inactives show at the highest dose re-replication activation, hits mostly activators; actives 1.8% (n = 340,000); AID 624297, 2012; further: % of control where 0% means no effect; nearly all actives have a fitted effect of over 55% in size
#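 Hoechst fluorescence of nuclei (405 nm excitation, 500-530 nm emission) measured by plate-scanning imager after 48 hr compound exposure at 37 C; re-replication scored as increased number of nuclei with elevated intensity.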
# HT1080 IDH1KD tx = qHTS for induction of synthetic lethality in tumor cells producing 2HG: qHTS for the HT-1080-IDH1KD cell line; HT-1080 IDH1 knockdown viability, ATP luminescence, 48 h; Potency, µM (titrated, usually from 46.1 µM), without a hit: at the highest dose activity, negative = toxicity, most hits filed as cytotoxic; actives 2% (n = 360,000); AID 686971, 2013;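 further: 0% = DMSO wells and -100% = cell-free medium wells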
#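 CellTiter-Glo luminescence after 48 h compound exposure at 37 degrees C of IDH1-knockdown HT-1080 cells in 5% FBS RPMI. %Activity scaled between DMSO wells and cell-free media wells, with curves fitted and assigned curve classes.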
# TDP-43 yeast inh = qHTS of TDP-43 Inhibitors | TDP-43 expressing yeast growth rescue, BacTiter-Glo, 24 h | Potency, µM (highest dose often 46.1 µM), inactives show top-dose growth rescue (activation), hits mostly activators | actives 1.8% (n = 410,000) | AID 652104, 2013; further: % of control where 0% means no effect; nearly all actives have a fitted effect of over 50% in size
#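 Growth rescue of TDP-43-toxic yeast measured as ATP luminescence (BacTiter-Glo). Cells grown to mid-log in raffinose, induced in galactose at OD600=0.02, exposed to compound 24 hr at 30 deg C.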
# HT1080NT lethal = qHTS for induction of synthetic lethality in tumor cells producing 2HG: qHTS for the HT-1080-NT fibrosarcoma cell line | Potency, µM (top dose mostly 46.1 µM), inactives show at the top dose activity, negative = less viability, hits mostly cytotoxic | HT-1080-NT fibrosarcoma viability, CellTiter-Glo ATP luminescence, 48 h | AID 686970, 2013 | actives 1.6% (n = 360,000);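 further: NT is the 2HG producing partner of a matched IDH1 knockdown line; 0% = DMSO-treated cells and -100% = media-only wells without cells; nearly all actives have a fitted effect of over 55% in size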
#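 Viability of the 2HG-overproducing fibrosarcoma line after 48 hours of compound exposure at 37 degrees C was determined by luminescence with CellTiter-Glo, and concentration-effect curves were then fitted and categorized.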
# KB-V1 MDR tox = qHTS assay for MDR1-selective chemotherapeutics: Primary screen using the drug-selected MDR subline cells KB-V1. KB-V1 MDR cells viability, CellTiter-Glo, 72 h. Potency, µM (highest dose often 46.1 µM), inactives show at the top dose activity change, negative = cytotoxicity, usual class: cytotoxic. actives 3.4% (n = 400,000). AID 1347076, 2019; further: on the % scale 0 is the no-effect control and ±100 the full control effect; nearly all actives have a fitted effect of over 60% in size
#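 Cytotoxicity via CellTiter-Glo luminescence after 72 h compound exposure at 37 degrees C. Cells: drug-selected KB-V1 line, DMEM phenol-red free plus 10% FBS. Compounds tested at multiple concentrations; normalized data fitted to concentration-effect curves.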
# GLP1R cytotox = qHTS of GLP-1 Receptor Inverse Agonists: Cytotox Screen; Potency, µM (doses to about 38.3 µM), inactives show at the highest dose activity change, negative = inhibition, hits mostly inhibitors; HEK293 cAMP-luciferase reporter cells, luminescence, 24 h; actives 0.13% (n = 410,000);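 further: loss of luciferase light is scored as toxicity; on the % scale 0 is the no-effect control and ±100 the full control effect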
#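 Luminescence readout: signal drop marks cytotoxicity. Plated cells grew 12 h at 37 °C, 5% CO2, received 23 nL compound for 24 h, then got luciferase reagent, read after 12 min at RT.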
# KB-3-1 cytotox = qHTS assay for MDR1-selective chemotherapeutics: Primary screen using the parental adenocarcinoma cell KB-3-1 | KB-3-1 viability, CellTiter-Glo ATP luminescence, 72 h | Potency, µM (titrated, usually from 46.1 µM), without a hit: at the highest dose activity change, negative = cytotoxic, actives largely listed as cytotoxic | actives 1.4% (n = 400,000) | AID 1347075, 2019; further: on the % scale 0 is the no-effect control and ±100 the full control effect; nearly all actives have a fitted effect of over 60% in size
#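 KB-3-1 cells, DMEM (no phenol red) + 10% FBS; compound by pin transfer, 72 h, 37 °C. Readout: CellTiter-Glo luminescence after 10 min. Data normalized, curve-fitted.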
# Numbers without * were called inactive; ? = inconclusive; · = not tested or not shown; [ ] = remark or other dose. The call rests on the fitted dose curve; in most records, active means well fitted curve in the direction sought with a large enough effect; inconclusive means small, poorly fitted or top-dose-only effect, or another doubt; inactive means no such curve, though single readings can be large; an effect the other way counts as inactive or inconclusive. Potency means the concentration at half of the fitted maximal effect.
SMILES,GLP-1R agonist,GLP1R inv ag,SW480 rereplic,HT1080 IDH1KD tx,TDP-43 yeast inh,HT1080NT lethal,KB-V1 MDR tox,GLP1R cytotox,KB-3-1 cytotox
COC(=O)C1=C(C)NC(C)=C(C(=O)OCC2CCCO2)C1c1cccc(Cl)c1 (stereo not given),19%,?,-1%,3%,?,5%,?,4%,-2%
Cc1ccc(NS(=O)(=O)c2c(C(=O)N3CCOCC3)c(C)n(C)c2C)cc1,-2%,10%,-21%,2%,-1%,3%,12%,-2%,7%
O=C(O)C(CO)N=Cc1c(O)c2ccccc2oc1=O (stereo not given),0%,-34%,?,?,-44%[inhibitor],?,-1%,-22%,9%
CCOC(=O)/C(=C\C=C\c1ccccc1)NC(=O)c1ccccc1,4%,0%,-2%,-3%,15%,-2%,4.6µM*,-1%,-1%
COc1ccc(S(=O)(=O)NCC(c2cccnc2)N2CCN(C)CC2)cc1OC (stereo not given),0%,2%,-2%,5%,-13%,6%,3%,2%,-2%
COC(=O)c1ccc(C(=O)OCc2nc3cc4ccccc4cc3[nH]2)cc1,-11%,2%,3%,1%,20%,1%,26%,-8%,15%
O=C(O)c1ccc(S(=O)(=O)c2ccccc2)s1,1%,5%,2%,14%,-4%,18%,14%,-2%,10%
O=c1c2nnn(-c3ccc(Cl)cc3)c2ncn1Cc1ccccn1,1%,20%,-9%,-1%,15%[9.22 µM],2%,-12%,-9%,7%
O=C(N/N=C/c1ccc(O)cc1)c1csc2c1CCCC2,9%,?,-3%,-18%,-8%,-17%,?,4%,-5%
CCOC(=O)CN1CC23C=CC(O2)C(C(=O)N2CCN(c4ccc(F)cc4)CC2)C3C1=O (stereo not given),11%,1%,-7%,3%,0%,5%,-7%,3%,12%
CCOC(=O)N1CCN(S(=O)(=O)c2c(C)cc(C)cc2C)CC1,9%,-23%,-7%,0%,2%,-5%,-6%,-2%,-10%
COc1ccccc1-n1ccnc1SCC(=O)NC1CCCC1,3%,-6%,0%,1%,16%,11%,-26%,7%,16%
CC(C)(C)OC(=O)NCCc1onc(-c2ccc([N+](=O)[O-])cc2)c1C(=O)O,4%,5%,·,11%,?,-2%,1%,0%,?
Cc1nccn1CCC(=O)O,0%,8%,-6%,7%,-11%,13%,6%,1%,9%
COCCOC(=O)c1c(C)n(C)c2ccc(OC(=O)N3CCOCC3)cc12,4%,0%,-3%,-9%,2%,-1%,-15%,-13%,-2%

# One compound at a time, from the list above. Order of values: GLP-1R agonist | GLP1R inv ag | SW480 rereplic | HT1080 IDH1KD tx | TDP-43 yeast inh | HT1080NT lethal | KB-V1 MDR tox | GLP1R cytotox | KB-3-1 cytotox
# Shown for Cc1nccn1CCC(=O)O = 0% | 8% | -6% | 7% | -11% | 13% | 6% | 1% | 9%
# Shown for COc1ccccc1-n1ccnc1SCC(=O)NC1CCCC1 = 3% | -6% | 0% | 1% | 16% | 11% | -26% | 7% | 16%
# Shown for COc1ccc(S(=O)(=O)NCC(c2cccnc2)N2CCN(C)CC2)cc1OC (stereo not given) = 0% | 2% | -2% | 5% | -13% | 6% | 3% | 2% | -2%

# More entries.
SMILES,GLP-1R agonist,GLP1R inv ag,SW480 rereplic,HT1080 IDH1KD tx,TDP-43 yeast inh,HT1080NT lethal,KB-V1 MDR tox,GLP1R cytotox,KB-3-1 cytotox
OCCSc1nnc(Nc2ccccc2)s1,-3%,0%,-1%[9.22 µM],9%,-1%,19%,0%,-3%,16%
CC(C)C(NS(=O)(=O)c1cccc2nsnc12)C(=O)Nc1nccs1 (stereo not given),2%,4%,-1%,-7%,1%,4%,0%,5%,11%
O=C1NCCCc2c1oc1ccc(O)cc21,-16%,0%,?,-17%,19%,6%,?,-23%,-19%
CCNc1nc(NCC)nc(SCCOC(=O)COc2ccc(Cl)cc2Cl)n1,8%,4%,2%,-4%,?,1%,7%,2%,0%
O=C(COn1nnc2ccc(Cl)cc21)Nc1ccc(F)cc1,0%,-24%,-57%[inhibitor],0%,?,-6%,-7%,1%,2%
CCN(CC)S(=O)(=O)c1cc(NC(=O)Cc2ccc(S(=O)(=O)N3CCOCC3)s2)ccc1Cl,-2%,?,-9%,?,9%,-28%,-18%,2%,?
CC(C)[C@H](NC(=O)OCc1ccccc1)C(=O)OCC(=O)Nc1ccc(N2CCOCC2)cc1,0%,-2%,-4%,8%,18%,7%,-14%,-15%,-1%
Cn1ncc(Br)c1N1C(=O)CCC1=O,4%,3%,3%,9%,8%,10%,-3%,0%,-2%
CC[C@]12c3[nH]c4ccc(Cl)cc4c3CCN1C(=O)[C@@H](CC(=O)NCCCn1ccnc1)C[C@@H]2C(=O)N1CCN(C(=O)C2CC2)CC1,6%,3%,-6%,4%,5%,6%,11%,3%,3%
CC(=O)c1ccc(N2CCN(C(=O)C(=O)c3cn(CC(=O)N4CCOCC4)c4ccccc34)CC2)cc1,8%,15%,·,0%,6%,5%,-1%,4%,1%
COc1ccc(N2CCN(C(CNC(=O)CC(C)C)c3ccc4c(c3)OCO4)CC2)cc1 (stereo not given),·,-4%,·,·,16%,·,-12%,2%,-1%
CC[C@H](C)[C@@H]1NC(=O)[C@@H](CC(C)C)NC(=O)[C@H](C(C)C)NC(=O)[C@H]2CSSC[C@H](NC1=O)C(=O)N2,-13%,4µM*,·,0.52µM*,?,0.46µM*,29%,?,1.2µM*
COc1ccc(NC(=O)c2csc(Cc3ccccc3)n2)cc1,2%,0%,-1%,?,?,-2%,0%,-20%,-2%
FC(F)(F)c1cccc(N2CCN(c3ccc4nnc(-c5ccccc5)n4n3)CC2)c1,1%,2%,6%,-12%,-4%,-2%,16µM*,-8%,2%
O=C(NNC(=O)c1ccccc1[N+](=O)[O-])c1ccc(NC(=O)c2ccccc2)cc1,-8%,7%,-3%,-5%,-14%,2%,2%,-13%,4%
COc1ccc(CCC(=O)N/N=C\c2cccs2)cc1,11%,6%,-79%[inhibitor],7%,-18%,3%,2%,2%,4%
CC(=O)Nc1ccc(NC(=O)CSc2nnc3ccc(-c4ccc(F)cc4)nn23)cc1,4%,36%[activator],-19%,1%,-2%,2%,24%,-5%,0%
CC1CC(C)CN(S(=O)(=O)c2ccc(C(=O)Nc3nnc(C4CC4)o3)cc2)C1 (stereo not given),9%,?,17%,-6%,0%,-18%,5.2µM*,-17%,?
Cc1ccc(OCc2cc(C(=O)N3CCN(C4CCCCC4)CC3)no2)cc1C,11%,?,-9%,-21%,-17%,-8%,18%,-7%,14%
CNC(=O)CN(C1CCCCC1)S(=O)(=O)c1ccc(OC)c(Cl)c1,14%,0%,2%,8%,19%,1%,?,-14%,-3%
CCCc1cc(=O)oc2cc(OCC(=O)NCCCN3CCOCC3)ccc12,-1%,16%,-11%,12%,-2%,2%,25%,4%,-4%
O=c1[nH]c(=S)[nH]cc1Oc1ccc(Br)cc1Br,-1%,14%,3%,-1%,-24%,3%,?,0%,11%
COc1cccc(/C=N/Nc2nn3cnnc3c3ccccc23)c1O,7%,?,?,?,-3%,-11%,23%,-7%,-7%
O=C(Nc1ccc(Cl)c(Cl)c1)N1CC=C(c2ccccc2)CC1,6%,?,-2%,?,-6%,-25%,11%,-2%,-23%
CCCc1cc(=O)n2[nH]c(C)c(-c3ccccc3OC)c2n1,-6%,10%,·,2%,10%,7%,-2%,2%,-3%
Cc1ccc2c(C(=O)CCl)c(C)[nH]c2c1,-7%,?,?,21µM*,?,?,?,-20%,13µM*
CC(C)c1ccc(OCC(=O)Nc2c(Cl)ccc3nsnc23)cc1,·,?,·,·,18%,·,0%,56%[activator],-17%
CCC(C)c1ccc(NC(=O)C2CC3CCC2C3)cc1 (stereo not given),11%,?,?,-13%,-20%,-24%,-1%,8%,0%
Cc1cccc(CNC(=O)c2ccc3oc(=O)n(Cc4ccccc4)c3c2)c1,·,?,·,·,?,·,?,-1%,-23%
CC(=O)c1ccc(NC(=O)CCNS(=O)(=O)c2ccccc2F)cc1,5%,11%,3%,11%,-9%,26%,15%,-2%,0%
CCn1c(SCc2ccccc2)nnc1-c1ccc(S(=O)(=O)N2CCCCC2)cc1,-4%,?,9%,-10%,?,-16%,-27%,-7%,-16%
COc1ccc(CCNS(=O)(=O)c2ccc(Br)s2)cc1,5%,?,-3%,0%,11µM*,8%,0%,0%,5%
COc1ccccc1N1CCN(C(=O)c2ccc(-c3nc4ccccc4s3)o2)CC1,-3%,?,-26%,-18%,22µM*,-20%,?,?,-4%
COc1ccccc1CC(=O)NN1C(=O)c2ccccc2C1=O,-1%,23%,-4%,8%,-2%,3%,30%,18%,5%
CCN(CC)CC(=O)Nc1sc(C)c(C)c1C(=O)c1ccc(C)cc1,0%,-18%[0.307 µM],6%,-18%,-1%,-27%,?,-5%[0.307 µM],-1%
CC(=O)c1ccc(NC(=O)Cn2c(=O)cc(C)c3c(C)nn(-c4cccc(F)c4)c32)cc1,·,6%,·,·,14%,·,-6%,13%,0%
CCOC(=O)c1cc(-c2ccccc2)n(CCC(=O)N2CCN(c3ccccn3)CC2)c1C,-5%,?,1%,-10%,2%,-5%,?,-17%,?
Brc1ccc2nc(CSc3ncn[nH]3)cn2c1,2%,0%,0%,8%,7%,9%,6%,4%,4%
CC1=C(C(=O)N(C)C)CC(CC(=O)NCCCCc2ccccc2)C(=O)N1CCCN1CCCC1=O (stereo not given),2%,8%,·,4%,28%,9%,-11%,-3%,20%
